High-throughput results as filed in PubChem BioAssay.
A549 viability: kills or reduces viability of A549 cells in Nrf2 counter-screen; 0.16% of 390,000 active; Potency, µM (titrated, usually from 46 µM), inactives show top-dose activity change, negative = cytotoxicity, usual class: inhibitors; A549 ARE-Fluc cells, CellTiter-Fluor viability, 18-24 h; AID 504648; note: potency is the fitted concentration of half-maximal effect; % is set by controls: 0 for no effect and ±100 for the full control effect
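Cytotoxicity counterscreen: CellTiter-Fluor fluorescence was measured in A549 ARE_Fluc cells after 18-24 h of compound exposure in a concentration series. The subsequent BugLite luminescent read reports ARE-luciferase activity.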
S2 tox: cell viability loss in ATXN counter-screen | Potency, µM (top dose mostly 56.7 µM), most hits filed as cytotoxic | S2 cells (HEK-293 line with an ATXN2-luciferase reporter) viability, CellTiter-Fluor protease fluorescence, 24 h | 0.49% of 400,000 active; note: potency is the fitted concentration of half-maximal effect; nearly all actives have a fitted effect of over 40% in size
HepG2 tox: counter-screen for TGF-b inhibitors: cytotoxicity in HepG2 cells. 0.76% of 410,000 active. HepG2 CAGA-GFP viability, ATP luminescence, 18 h. AID 588856. Potency, µM (series often up to 46.1 µM), inactives show top-dose activity change, negative = cytotoxicity, usual class: cytotoxic; note: potency is the fitted concentration of half-maximal effect; some results filed as inactive show a strong effect at the top dose
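HepG2 CAGA-GFP cells (1000/well, DMEM with 1% FBS) received compound, then TGF-beta at 500 pg/mL final, and were incubated 18 hours at 37 degrees C. Viability was read by CellTiter-Glo luminescence. Media-only wells were set as complete cell-killing and DMSO as no toxicity.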
Nrf2 ARE act: activates Nrf2 signaling | Potency, µM (highest dose often 46.1 µM), without a hit: top-dose activation, most hits filed as activators | AREc32 ARE-luciferase reporter (MCF7-derived line), luminescence, 24 h | 0.31% of 410,000 active | AID 624171; note: potency is the fitted concentration of half-maximal effect; % of control where 0% means no effect; nearly all actives have a fitted effect of over 65% in size
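Nrf2 activation is followed as ARE-luciferase induction in the AREc32 line after one day of compound treatment; luminescence is read with Steady-Glo.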
IL1B secr inh: inhibitors of inflammasome signaling (IL-1 beta secretion) | THP-1 LPS/ATP IL-1B secretion, AlphaLISA, 16 h; hits give low values | activity change, % at 57.5 µM | 4.7% of 360,000 active | AID 743279; in the data active = activity change below about -50%; inconclusive = mostly about -30% to -49%; note: % is set by controls: 0 for no effect and ±100 for the full control effect
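Secreted IL-1B measured by AlphaLISA bead assay after 16 h compound exposure of THP-1 cells; compounds (final up to 57.5 uM) added 1 h before LPS (250 ng/mL) and ATP (1.25 mM) stimulation; lower signal means less secretion.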
ATXN2 expr inh: ATXN2 expression inhibition; HEK-293 ATXN2-luciferase reporter, luminescence, 24 h; Potency, µM (series often up to 57 µM), for the others: at the top dose activity change, negative = inhibition, actives largely listed as inhibitors; 0.72% of 360,000 active; AID 1745845; note: potency is the fitted concentration of half-maximal effect; % is set by controls: 0 for no effect and ±100 for the full control effect; nearly all actives have a fitted effect of over 55% in size
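ATXN2-luciferase reporter cells (luciferase flanked by upstream and downstream ATXN2 gene portions) were treated 24 h at 37 °C with compounds at up to 57 uM. SteadyGlo luminescence gave expression; GF-AFC fluorescence gave viability.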
MCF10A rereplic: DNA re-replication induction in MCF 10a cells | MCF 10A DNA re-replication, Hoechst nuclear intensity, 48 h | 2.9% of 350,000 active | Potency, µM (titrated, usually from 46.1 µM), for inactives: at the highest dose activity, positive = re-replication, actives largely listed as activators | AID 624296; note: potency is the fitted concentration of half-maximal effect; % of control where 0% means no effect; nearly all actives have a fitted effect of over 50% in size
TGFb inhibitor: inhibitors of TGF-b signaling. HepG2 CAGA-GFP TGF-b/SMAD3 reporter, GFP fluorescence, 18 h; TGF-beta stimulated, 500 pg/mL final. Potency, µM (top dose mostly 46.1 µM), inactives show at the highest dose activity, negative = inhibition, most hits filed as inhibitors. 1.2% of 410,000 active; note: potency is the fitted concentration of half-maximal effect; % is set by controls: 0 for no effect and ±100 for the full control effect; nearly all actives have a fitted effect of over 65% in size
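Inhibition of TGF-beta-driven CAGA-GFP reporter expression in HEPG2 cells is measured by cellular GFP fluorescence after 18 h stimulation with 500 pg/mL recombinant TGF-beta in 1% FBS medium at 37 degrees C.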
Nrf2 block: blocks Nrf2 signaling. A549 ARE-Fluc reporter, luciferase luminescence, 18-24 h. Potency, µM (series often up to 46 µM), for inactives: top-dose activity change, negative = inhibition, actives largely listed as inhibitors. 2.1% of 360,000 active. AID 504444; note: potency is the fitted concentration of half-maximal effect; % is set by controls: 0 for no effect and ±100 for the full control effect; nearly all actives have a fitted effect of over 60% in size
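Two sequential reads on A549 ARE_Fluc cells exposed to compound for 18-24 h: a CellTiter-Fluor fluorescence read for viability, then a luciferase luminescence read for Nrf2/ARE activity.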
* hit, by the source's call; i = inactive; u = inconclusive; x = not tested or not shown; & = joins results of further samples; [ ] = remark or other dose. Unless noted, calls come from the whole dose curve; as a rule, active = well fitted curve in the direction sought with a large enough effect; inconclusive = small, poorly fitted or top-dose-only effect, or another doubt; inactive = no such curve, though single readings can be large; an effect the other way counts as inactive or inconclusive. This is a random part of the collection, and some 8.8% of all compounds hit somewhere here.

The first 2 records, ahead of the listing:
Order of values: A549 viability	S2 tox	HepG2 tox	Nrf2 ARE act	IL1B secr inh	ATXN2 expr inh	MCF10A rereplic	TGFb inhibitor	Nrf2 block
CCOC(=O)c1ccccc1NC(=O)CSc1nc2ncccc2[nH]1
  6%	x	-1%	-0.8%	x	x	x	-16%	2%
O=C(CCN1C(=O)/C(=C/c2ccc(F)cc2)SC1=S)NCCCn1ccnc1
  -1%	u	-2%	-0.2%	20	x	u	21%	18%

The list itself, previewed entries included:
Order of values: A549 viability	S2 tox	HepG2 tox	Nrf2 ARE act	IL1B secr inh	ATXN2 expr inh	MCF10A rereplic	TGFb inhibitor	Nrf2 block
CCOC(=O)c1ccccc1NC(=O)CSc1nc2ncccc2[nH]1
  6%	x	-1%	-0.8%	x	x	x	-16%	2%
O=C(CCN1C(=O)/C(=C/c2ccc(F)cc2)SC1=S)NCCCn1ccnc1
  -1%	u	-2%	-0.2%	20	x	u	21%	18%
O=C(CCCCCNC(=O)N1CCn2c1nc1ccccc12)NCc1ccccc1Cl
  1%	i	1%	-0.1%	-12	-9%	3%	-1%	-12%
Cc1nnsc1C(=O)N/N=C/c1ccc2ccccc2c1O
  2%	u	2%	-1.2%	57	u	u	2%	u
CC1(C(=O)NC2CCCCC2)CCC(=O)N1CC(F)(F)F (stereo not given)
  x	i	-2%	0.1%	6	13%	x	1%	x
CCCCOC(=O)CSC1=C(C#N)C(c2cccnc2)C(C(=O)OCC)=C(c2ccccc2)N1 (stereo not given)
  -1%	i	-6%	0.2%	-27	6%	18µM*	-3%	-11%
Cc1ccc(-n2nnnc2-c2nc3ccccc3s2)cc1
  1%	u	-10%	0.4%[9.22 µM]	9	4%	3%	-8%	9%
CCCCC(c1nnnn1CC1CCCO1)N1CCN(c2ccccc2)CC1 (stereo not given)
  u	u	7%	-0.8%	19	x	1%	-14%	16%
O=c1cc(CN2CCN(c3ccc(F)cc3)CC2)nc2sccn12
  -5%	i	-2%	0.2%	0	2%	3%	-7%	0%
CCc1ccc(N2CN=c3s/c(=C\c4ccccc4)c(=O)n3C2)cc1
  0%	i	-1%	4.2%	-17	0%	0%	4%	5%
O=S(=O)(/C=C/c1ccccc1)NC1CCCCCCC1
  1%	i	-2%	1.4%	0	3%	u	-21%	-4%
COc1ccc(Nc2nc(C)cc(C)c2C(N)=O)c(OC)c1
  2%	i	-17%	-0.4%	0	0%	-3%	6%	-12%
O=C(Cn1ccnc1)c1ccc(O)c(O)c1
  -4%	i	-2%	-0.6%	7	1%	9%	3%	7%
CCC(C)NC(=O)Cn1cc2c(n1)CCC(C)C2 (stereo not given)
  5%	i	4%	-0.9%	8	3%	8%	10%	7%
Cc1ccc2nc(C3CCCCC3)[nH]c2c1
  -3%	i	-23%	4.1%	-17	x	10%	-7%	15%
Oc1ccc(C(=S)N2CCCCC2)cc1Cl
  -27%	i	-13%	-0.8%	17	-8%	15%	16%	u
CO/C([O-])=N/c1c[n+](-c2ccc(Cl)cc2)no1
  -7%	i	-10%	4.3%	11	7%	2%	14%	14%
Cc1ccc2nc(NC(=O)c3ccco3)sc2c1
  1%	i	-40%	5.8%	11	-70%	u	u	x
CCOc1cc(N2CCOCC2)c(OCC)cc1NC(=O)COc1cccc(CC)c1
  0%	u	-17%	-0.6%	15	x	1%	-20%	-14%
O=Cc1ccc(OC(=O)CCCCC(=O)Oc2ccc(C=O)cc2)cc1
  6%	i	2%	0.1%	-2	5%	14%	-8%	15%

3 entries from above, arranged by the number in Nrf2 ARE act, largest number first:
Molecule	Nrf2 ARE act	IL1B secr inh	TGFb inhibitor
Cc1ccc2nc(C3CCCCC3)[nH]c2c1	4.1%	-17	-7%
O=S(=O)(/C=C/c1ccccc1)NC1CCCCCCC1	1.4%	0	-21%
O=C(CCN1C(=O)/C(=C/c2ccc(F)cc2)SC1=S)NCCCn1ccnc1	-0.2%	20	21%

(list continues)
Order of values: A549 viability	S2 tox	HepG2 tox	Nrf2 ARE act	IL1B secr inh	ATXN2 expr inh	MCF10A rereplic	TGFb inhibitor	Nrf2 block
COC(=O)c1ccc2nc(C3CCCCC3)c(Cc3cccc(F)c3)n2c1
  x	i	-2%	8.4%	21	22%	x	-25%	x
O=[N+]([O-])c1ccc(Cl)cc1P(=O)(O)c1cc(Cl)ccc1[N+](=O)[O-]
  -10%	u	13%	0.2%	5	-7%	-1%	u	8%
CC1CCCN(C(=O)Cn2c(=O)oc3ccccc32)C1 (stereo not given)
  -4%	i	3%	-0.1%	-28	-1%	6%	-3%	13%
COc1ccc(NC(=O)CCNC(=O)Cn2cnc3ccccc3c2=O)cc1OC
  3%	i	-19%	-0.4%	-4	-13%	-5%	-20%	2%
Cc1ccccc1Cn1c2ccccc2c2cnn(CC(=O)NCc3ccccn3)c(=O)c21
  -2%&-3%	i	1%&-23%	-2.6%&-0.4%	4	1%&-7%	3%	0%&-10%	1%&-24%
O=C(COc1ccccc1F)NCc1ccc(-n2cccc2)cc1
  0%	x	-2%	0.3%	-18	-3%	u	u	-2%
Cc1ccc(NC(=O)c2ccsc2)cc1NS(C)(=O)=O
  0%	i	-49%	0.0%	0	4%	2%	3%	-1%
Cc1cc2cc(C(c3nnnn3Cc3ccco3)N3CCc4ccccc43)c(=O)[nH]c2cc1C (stereo not given)
  -18%	u	-7%	2.1%	6	-4%	u	u	u
O=C(Nc1cccc(-c2nn[nH]n2)c1)c1cccs1
  1%	i	4%	-0.5%	-19	2%	4%	2%	-10%
COc1ccc(OC)c(C2C(C(N)=O)=C(C)Nc3nc(-c4cccc(Cl)c4)nn32)c1 (stereo not given)
  -12%	i	-41%&-19%	16%&25%	u	-8%&13%	u	0%&0%	u
COC(=O)CSc1nc2cc3c(cc2cc1C)OCCO3
  -13%	i	-3%	0.7%	-8	2%	-5%	1%	-10%
COc1ccc(CNC(=O)CCCSc2ccccc2)cc1
  -3%	i	22%	-0.8%	14	13%	0%	12%	11%
COCC(=O)N/N=C(\C)CC(=O)NCc1ccco1
  u	i	6%	0.1%	5	5%	-13%	24%	1%
CC1=C(C(=O)OCC(C)C)[C@]23C(=O)c4ccccc4[C@@]2(O1)OC(N)=C3C#N
  -5%	i	-23%	0.0%	26	4%	15%	0%	14%
CC(C)c1ccccc1OCC(=O)N1CCCCCCC1
  1%	i	28%	-0.8%	-7	-3%	9%	-25%	-6%
CCOc1ccc(NC(=O)CSc2nnnn2-c2ccc(C(N)=O)cc2)cc1
  -2%	i	-5%	0.2%	13	1%	-10%	-25%	0%
COC(=O)c1ccccc1NC(=O)Cn1cc(S(=O)(=O)Cc2ccccc2F)c2ccccc21
  -3%	x	-13%	1.9%	x	x	x	0%	-22%
COc1cccc(NS(=O)(=O)c2ccc3c(c2)NC(=O)C(C)S3)c1 (stereo not given)
  -13%	i	-21%	1.9%	41	-25%	-6%	-24%	21µM*
CCOC(=O)C1=CSC2=NS(=O)(=O)CCN12
  -6%	i	0%	-1.1%	30	4%	u	3%	-3%
Cn1c(SCC(=O)Nc2cccc(F)c2)nc2c(c1=O)SCC2
  2%	i	-1%	-0.4%	8	1%	16%	-1%	u
CN(c1ccccc1)S(=O)(=O)c1cccc(C(=O)NC2CCCCC2)c1
  -1%	i	2%	0.2%	-2	13%	u	-1%	5%
C=CCNCCOc1cccc(Br)c1
  0%	i	-9%	-0.1%	7	-8%	11%	-8%	2%
CCOc1ccc(NC(=O)CN2C(=O)C3CC=CCC3C2=O)cc1 (stereo not given)
  -4%	i	2%	-0.7%	43	21%	1%	-5%	2%
CCc1nnc(NC(=O)c2ccc(S(=O)(=O)N3CCCCC3C)cc2)s1 (stereo not given)
  -3%	i	-15%	-0.8%	7	-3%	-4%	5%	-11%
CCOC(=O)c1cc(-c2ccc(Cl)cc2)nc2c1c(C)nn2CCC#N
  -5%	i	-38%	2.3%	u	-8%	u	0%	u
COc1ccc(-n2c(C)cc(C(=O)Cn3nc(C(=O)O)c4ccccc4c3=O)c2C)cc1
  15%	i	-55%	7.6%	0	-5%	13%	-10%	9%
COc1cccc(OC)c1C(=O)NC(C)C12CC3CC(CC(C3)C1)C2 (stereo not given)
  -5%	i	-24%	0.4%	14	-4%	-9%	-20%	u
NNC(=O)c1cccc(COc2cccc(Br)c2)c1
  8%[1.84 µM]	i	-31%	0.5%	-3	-1%	7%	2%	u
O=C(Nc1ccccc1)c1ccc(=O)n(Cc2ccc(F)c(F)c2)c1
  -4%	i	-13%	-0.2%	12	-22%	17%	-1%	-11%
O=C(CCc1ccc(S(=O)(=O)NCCc2ccccc2)cc1)NCc1ccco1
  -10%	i	1%	u	-4	-2%	7%	-10%	x
CC(Sc1oc(-c2cccs2)nc1S(=O)(=O)c1ccccc1)c1ccccc1 (stereo not given)
  -2%	i	-3%	0.3%	x	-1%	x	-7%	4%[9.27 µM]
CCN(CC)C(=O)c1cn(CCC#N)nc1-c1ccc(F)cc1
  1%	i	-40%	0.2%	-7	-10%	-1%	u	u
COC(=O)[C@H](CC(C)C)NC(=O)NC1CCCc2ccccc21 (stereo not given in full)
  -3%	i	-17%	-0.1%	28	-6%	u	4%	-1%
N#Cc1c(N)c(C(=O)c2ccccc2)n2c1CCC2
  1%	i	2%	-0.9%	-5	2%	7%	12%	-9%
CCc1cc(=O)[nH]c(SC/C=C/c2ccccc2)n1
  1%	u	10%	0.0%	18	x	12%	-5%	10%
CCC(Sc1nc2ccccc2c2nc(CCn3c(C)nc4ccccc43)nn12)C(=O)Nc1ccc(F)cc1 (stereo not given)
  -4%	i	-24%	-0.6%	x	2%	x	9%	x
CCCc1cc(C(=O)Nc2ccc(C(=O)c3ccc(C)cc3)cc2)n(C)n1
  u	i	-31%	1.9%	-63*	u	18µM*	u	u
CCCCN1C(=O)C(CC(=O)NCc2ccco2)CC(C(=O)N(C(C)C)C(C)C)=C1C (stereo not given)
  x	i	13%	0.1%	u	5%	x	-6%	x
